# Source: PubChem BioAssay (Augusta University)
# HT1080 EIF4E-luc2 = inhibitors of EIF4E gene expression, primary screen, cell-based, HT1080, luciferase reporter (AID 1224817) | HT1080 EIF4E-luc2 knock-in reporter, luciferase, 16 h; hits give low values | log2 luciferase activity ratio at 2.5 µM | 2,000 tested, 1% active;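 active = log2 luciferase ratio at or below -0.5849, meaning signal at two thirds of solvent-only control or lower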;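 note: luciferase reports endogenous eIF4E expression since it is co-expressed from the native EIF4E locus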
# An asterisk follows results filed as active. These rows are one share of the data (hit frequency here may not be typical).
no.	HT1080 EIF4E-luc2	mol
1	0.16	O=[N+]([O-])c1ccc(NN=C2c3ccccc3Cc3ccccc32)c([N+](=O)[O-])c1
2	0.12	Oc1cc(CN2COc3ccccc32)c(O)cc1CNC1CCCCC1
3	0.059	O=C(O)/C(Cc1ccc([N+](=O)[O-])cc1)=N\O
4	0.054	CC(CSC(=N)N)C(N)=O (configuration not stated)
5	-0.083	NCCNCC1CCNCC1
6	0.055	COc1c2occc2cc2ccc(=O)oc12
7	0.23	O=S(=O)(O)C(CO)c1ccccc1 (configuration not stated) (tested in a mixture with another compound)
8	-0.2	O=C(Nc1c[nH]c(=O)[nH]c1=O)Oc1ccccc1
9	0.068	C=C(C)COc1ccc2c(c1)CCC1C2CCC2(C)C(=O)/C(=N/O)CC12 (configuration not stated)
10	-0.068	CCC(C(=O)c1cccs1)C(O)(C(F)(F)F)C(F)(F)F (configuration not stated)
11	-0.099	Cc1ccc(S(=O)(=O)OC2CC(C(C)(C)C)CCC2c2ccccc2)cc1 (configuration not stated)
12	-0.11	C[C@]12CC[C@H]3[C@@H](CCC4=CC(=O)CC[C@@]43C)[C@@H]1CC[C@@H]2C(=O)COS(=O)(=O)c1ccc(Br)cc1
13	0.11	CC(C)(C)c1ccc(O)c(CN(Cc2cc(C(C)(C)C)ccc2O)C2CCCCC2)c1
14	-0.12	Cn1ncc2c(Cl)ncnc21

# From no. 11 up to 14, copied from above:
no.	HT1080 EIF4E-luc2	mol
11	-0.099	Cc1ccc(S(=O)(=O)OC2CC(C(C)(C)C)CCC2c2ccccc2)cc1 (configuration not stated)
12	-0.11	C[C@]12CC[C@H]3[C@@H](CCC4=CC(=O)CC[C@@]43C)[C@@H]1CC[C@@H]2C(=O)COS(=O)(=O)c1ccc(Br)cc1
13	0.11	CC(C)(C)c1ccc(O)c(CN(Cc2cc(C(C)(C)C)ccc2O)C2CCCCC2)c1
14	-0.12	Cn1ncc2c(Cl)ncnc21

# Reformatted bar-delimited: entries from further up.
cpd | compound | HT1080 EIF4E-luc2
5 | NCCNCC1CCNCC1 | -0.083
1 | O=[N+]([O-])c1ccc(NN=C2c3ccccc3Cc3ccccc32)c([N+](=O)[O-])c1 | 0.16
7 | O=S(=O)(O)C(CO)c1ccccc1 (configuration not stated) (tested in a mixture with another compound) | 0.23
